SKKanGAS inh: SKKanGAS growth inhibition | S. pyogenes SKKanGAS, kanamycin growth, BacTiter-Glo, 6 h | 300,000 compounds, 1.3% hits | inhibition, % at 7.5 µM;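 active means mean replicate score, as percent of positive control median, at least 50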;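 further: strain carries kanamycin resistance gene driven by streptokinase promoter and grows in 40 µg/ml kanamycin; loss of luminescence reflects streptokinase promoter inhibition or plain growth inhibition; 0% = median of DMSO wells and 100% = positive control at its reference dose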
TRPC4 PAM: allosterically enhances the mouse TRPC4 cation channel | Q9QUQ5 | HEK293 TRPC4beta/mu-opioid, DAMGO EC20, Fluo-4 Ca2+ flux; hits give high values | B-score at 10 µM | 310,000 compounds, 0.42% hits | AID 2227;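 active means B-score of calcium response area above 5 SD of library B-scores, with initial fluorescence ratio within 5 SD of library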;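 further: B-score of integrated fluorescence ratio over time as area under calcium response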
TRPC4 inh: blocks the mouse TRPC4 cation channel; HEK293 TRPC4beta/mu-opioid, DAMGO-evoked Fluo4 calcium flux; hits give low values; B-score at 10 µM; 300,000 compounds, 0.39% hits; AID 2247;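 active means B-score over 3 SD under the library average, no early fluorescence shift, positive overall ratio signal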
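Material: HEK293 cells with stable TRPC4beta plus mu-opioid receptor expression / Probe or stimulus: DAMGO in two steps, submaximal then maximal / Compound: single concentration per test compound / Technique: kinetic Fluo4 fluorescence imaging of calcium influx / Read-out: per-well B score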
TRPC6 inhibitor: inhibitors of mouse TRPC6 channel | AID 2553 | 310,000 compounds, 1.1% hits | HEK293-TRPC6, membrane potential dye, ACh-evoked depolarization; hits give low values | Q61143 | B-score at 10 µM;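 active means B-score under library mean minus 3 SD, initial fluorescence not abnormally high, positive integrated signal ratio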;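 further: B-score derived from integrated fluorescence ratio over the kinetic read; more negative B-score means stronger inhibition of depolarization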
Target sequence (Q61143 whole entry, looked up): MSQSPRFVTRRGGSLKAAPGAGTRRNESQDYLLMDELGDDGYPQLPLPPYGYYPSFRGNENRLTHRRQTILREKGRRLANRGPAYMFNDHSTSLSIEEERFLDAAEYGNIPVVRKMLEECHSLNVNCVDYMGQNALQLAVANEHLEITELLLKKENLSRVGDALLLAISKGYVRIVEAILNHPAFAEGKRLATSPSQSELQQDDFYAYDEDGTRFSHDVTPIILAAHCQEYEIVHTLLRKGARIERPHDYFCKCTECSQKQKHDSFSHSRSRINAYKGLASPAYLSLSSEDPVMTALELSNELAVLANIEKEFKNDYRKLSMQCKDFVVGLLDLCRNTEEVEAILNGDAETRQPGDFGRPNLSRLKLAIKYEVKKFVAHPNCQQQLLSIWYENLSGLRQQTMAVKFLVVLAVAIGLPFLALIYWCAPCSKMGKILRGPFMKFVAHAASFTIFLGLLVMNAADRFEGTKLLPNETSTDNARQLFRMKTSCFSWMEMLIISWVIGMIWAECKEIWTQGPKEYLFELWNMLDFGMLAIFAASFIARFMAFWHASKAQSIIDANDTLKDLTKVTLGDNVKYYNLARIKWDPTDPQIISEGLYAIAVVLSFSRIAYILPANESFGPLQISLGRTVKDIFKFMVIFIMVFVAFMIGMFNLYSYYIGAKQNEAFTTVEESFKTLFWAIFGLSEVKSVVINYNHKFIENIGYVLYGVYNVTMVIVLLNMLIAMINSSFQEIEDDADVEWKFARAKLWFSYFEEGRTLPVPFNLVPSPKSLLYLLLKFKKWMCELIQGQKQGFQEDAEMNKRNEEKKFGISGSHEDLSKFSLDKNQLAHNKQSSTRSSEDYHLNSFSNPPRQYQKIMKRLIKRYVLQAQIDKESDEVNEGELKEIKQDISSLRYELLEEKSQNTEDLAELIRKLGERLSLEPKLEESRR
IEC-6 tox: kills IEC-6 intestinal cells in KLF5 counter-screen | IEC-6 cytotoxicity, luminescence viability | inhibition, % at 5 µM | 290,000 compounds, 0.78% hits | AID 1825; in the data active means inhibition above about 22%;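 further: 0% = plate median of test compound wells and 100% = cytotoxic reference compound wells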
KLF5 inh: suppresses KLF5 promoter-driven expression; DLD-1 KLF5 promoter-luciferase reporter, luminescence; 290,000 compounds, 0.23% hits; inhibition, % at 5 µM;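 active means inhibition above a per-plate limit of that plate's mean compound inhibition plus 3 SD, cut at about 60% in these data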;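 further: 0% = DMSO wells and 100% = LY294002 at 200 µM; higher means less KLF5 promoter-driven luciferase light; inactives centre near -14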
MrgX1 antag: human MrgX1 receptor antagonism, primary screen; Q96LB2; 310,000 compounds, 1.3% hits; AID 588676; MRGX1-HEK293 calcium flux, Fluo-4, BAM8-22 antagonism; hits give low values; B-score at 10 µM;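 active means calcium-response B-score plate-corrected more than 3 library SD below zero, starting fluorescence within 5 deviations, no agonist response on first addition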;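 further: peak minus trough fluorescence over baseline after final BAM8-22 challenge near maximal dose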
HIF act: HIF pathway transcriptional activation. U2OS HRE-luciferase reporter, luminescence; normalized: DMSO 0%, desferrioxamine 100%. activation, % at 7.5 µM (by protocol). 300,000 compounds, 0.32% hits. AID 1910;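 active means mean activation of at least 10% of the iron chelator positive control signal, with at least half of replicates also reaching 10%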
TRPC6 act: mouse TRPC6 channel activation. B-score at 10 µM. Q61143. 310,000 compounds, 0.13% hits. HEK293-TRPC6 membrane potential dye fluorescence; hits give high values;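 active means B-score of the integrated fluorescence ratio above library mean plus 3 SD, and starting fluorescence ratio within library mean plus 5 SD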;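 further: higher score means more depolarization so channel activation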
aSyn UTR inh: MLPCN primary screen, SNCA 5' untranslated region; alpha-synuclein 5'UTR reporter, inhibitor activity; inhibition, % (tested at 7.5 µM); 300,000 compounds, 0.82% hits; AID 1813; in the data active means inhibition above about 60%;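 further: H4 neuroglioblastoma cells stably carrying SNCA 5'UTR luciferase fusion; 0% = DMSO wells and 100% = positive control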
TRPC4 agonist: activators of mouse TRPC4 channel; HEK293 TRPC4beta/mu-opioid, Fluo4 calcium fluorescence; hits give high values; 310,000 compounds, 0.49% hits; AID 2237; B-score at 10 µM;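 active means B-score above 5 SD of library B-scores, and initial fluorescence ratio not above library mean plus 5 SD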;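 further: positive B-score marks a calcium rise read as TRPC4 activation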
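Assay system – TRPC4beta and mu-opioid receptor HEK293 stable cells · Measured by – Fluo4 fluorescence, kinetic · Schedule – dye loading 45 min room temperature, 110 s kinetic read · Read-out – B-scored integrated calcium fluorescence ratio · Controls – buffer and maximal DAMGO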
* marks the source's active call; other numbers are inactive results; i = inactive; / = no result given. Not a hit list; 5.8% or so of the library scored in one or more.

# | compound | SKKanGAS inh | TRPC4 PAM | TRPC4 inh | TRPC6 inhibitor | IEC-6 tox | KLF5 inh | MrgX1 antag | HIF act | TRPC6 act | aSyn UTR inh | TRPC4 agonist
1 | COc1ccc(C(=O)COC(=O)c2cc(S(=O)(=O)NCc3ccccc3)ccc2O)cc1 | 18 | i | i | i | -5 | -35 | i | 0.1 | i | -20 | i
2 | Cc1cc(C)cc(NC(=O)Cn2cc(C=O)c3ccccc32)c1 | 1 | i | i | i | 5 | -17 | i | -31 | i | 23 | i
3 | CC1CCN(Cc2c(O)ccc3c2O/C(=C\c2ccco2)C3=O)CC1 | -2 | i | i | i | -7 | 1 | i | -0.3 | i | 17 | i
4 | C=CCn1c(SCC(=O)Nc2ccccc2)nc2scc(-c3cccs3)c2c1=O | -1 | i | i | i | 1 | -27 | i | -0.5 | i | 25 | i
5 | CCc1ccc(NC(=O)CSc2nnc(Cc3cccn3C)n2-c2ccc(OC)cc2)cc1 | -4 | i | i | i | -3 | 8 | i | -0.1 | i | 6 | i
6 | O=C(Nc1cc(C(F)(F)F)ccc1Cl)c1ccc(NC(=O)C(F)(F)F)cc1 | -1 | i | i | i | -1 | 8 | i | -0.7 | i | -23 | i
7 | Cc1cccc(NC(=O)CSCC(=O)Nc2ccccc2N2CCCC2)c1 | -7 | i | i | i | -3 | -55 | i | -0.1 | i | 5 | i
8 | COc1cccc(NC(=O)c2nc(S(C)(=O)=O)ncc2Cl)c1 | 4 | i | i | i | 100* | 30 | -5.5* | -4.0 | i | -26 | i
9 | CCC1=[N+](C)CCn2c(C)ccc21 | -4 | i | i | i | 2 | 10 | i | 0.1 | i | 17 | i
10 | O=C(O)CN1C(=O)/C(=C\c2cccc(OCc3ccc(Cl)cc3Cl)c2)SC1=S | 21 | i | i | i | 1 | -94 | i | 4.4 | i | -106 | i
11 | CC(C)CCn1c(SCC#N)nc2c(sc3ccccc32)c1=O | 11 | i | i | i | -7 | -9 | i | -0.7 | i | 29 | i
12 | COc1cc(NC(=O)c2cc(C)no2)cc(OC)c1OC | 0 | i | i | i | 4 | -17 | i | -1.2 | i | -7 | i
13 | O=C(Nc1ccc(N2CCCC2)c(Cl)c1)c1ccc(Br)o1 | 6 | i | i | i | 2 | -59 | i | 2.8 | i | -177 | i
14 | O=C(CN1CCC(NC(=O)C2CCCCC2)CC1)Nc1cccc(F)c1 | -2 | i | i | i | -3 | -6 | / | 1.7 | i | -7 | i
15 | COC(=O)/C(C#N)=C/c1ccc(N2CCOCC2)c([N+](=O)[O-])c1 | 0 | i | i | i | -6 | -22 | i | -0.4 | i | -4 | i
16 | Cc1cc(SCC(=O)NC2CCCCC2)nc2ccccc12 | 0 | i | i | i | -5 | -18 | i | -1.7 | i | 2 | i
17 | Cc1cc(C)c(C(=O)O)c(Cl)n1 | 15 | i | i | i | 3 | -20 | i | -0.6 | i | -27 | i
18 | COc1ccc(C(=O)NC2CC2)cc1OC1CCN(Cc2cc(C)c(C)cc2C)CC1 | -3 | i | i | i | -2 | -53 | i | -0.6 | i | 13 | i
19 | CCCCn1c(N)c(N(CCOC)C(=O)c2ccc(Br)s2)c(=O)[nH]c1=O | -1 | i | i | i | / | / | i | 0.0 | i | -33 | i
20 | COC(=O)c1ccc(S(=O)(=O)NCCSc2nnc3c4ccccc4n(C)c3n2)cc1 | 0 | i | i | i | 3 | -23 | i | -0.4 | i | -21 | i
21 | Cc1cc(NC(=O)c2cccc3c2C(=O)N(C2CCCCC2)C3)ccc1Br | 2 | i | i | i | -5 | -26 | i | 0.4 | i | 17 | i
22 | COC(=O)C(Cc1ccc(O)cc1)NC(=O)C(CC(=O)OC(C)(C)C)NC(=O)OC(C)(C)C (stereo not drawn) | 1 | i | i | i | -8 | -17 | i | 0.2 | i | -3 | i
23 | CN1CCC(=C(c2ccc(Cl)cc2)c2ccccn2)CC1 | -1 | i | i | i | 2 | -2 | i | -57 | i | -11 | i
24 | CCOC(=O)/C(O)=C(\C#N)c1nc2ccccc2[nH]1 | 4 | i | i | i | 7 | -40 | i | 0.9 | i | -34 | i
25 | CC1=C(C)C(c2ccccc2)NC(=S)N1 (stereo not drawn) | 7 | i | i | i | -5 | -9 | i | -0.2 | i | 0 | i
26 | Cc1cc(=O)[nH]c(NCCO)n1 | 9 | i | i | i | -4 | -26 | i | -0.2 | i | 2 | i
27 | CCOc1ccc(N=C2NC(=O)S/C2=C\c2ccc(OC)cc2)cc1 | 5 | i | i | i | -2 | -13 | i | -0.6 | i | -41 | i
28 | Cc1ccsc1/C=N/NC(=O)c1ccc2ccccc2c1 | -4 | i | i | i | 16 | -84 | i | 6.5 | i | -216 | i
29 | CC(=O)NC1(C(F)(F)F)NC(=O)N(c2ccc(F)cc2)C1=O (stereo not drawn) | 9 | i | i | i | -8 | -7 | i | 0.0 | i | -8 | i
30 | Brc1ccc2[nH]c3c(N4CCc5ccccc5C4)ncnc3c2c1 | 86* | i | i | i | -2 | -2 | i | 0.9 | i | -43 | i
31 | Cc1ccc(CN2CC(C(=O)Nc3ccc(S(=O)(=O)N4CCCCC4)cc3)CC2=O)cc1 (stereo not drawn) | -2 | i | i | i | -3 | 0 | i | -0.7 | i | -16 | i
32 | c1ccc(CSc2nnc3ccc(-c4ccco4)nn23)nc1 | -5 | i | i | i | 10 | -16 | i | 1.4 | i | -47 | i

Compound profiles, as listed above. Order of values: SKKanGAS inh	TRPC4 PAM	TRPC4 inh	TRPC6 inhibitor	IEC-6 tox	KLF5 inh	MrgX1 antag	HIF act	TRPC6 act	aSyn UTR inh	TRPC4 agonist
Record of CC1=C(C)C(c2ccccc2)NC(=S)N1 (stereo not drawn) → 7	i	i	i	-5	-9	i	-0.2	i	0	i
Record of Cc1cc(C)cc(NC(=O)Cn2cc(C=O)c3ccccc32)c1 → 1	i	i	i	5	-17	i	-31	i	23	i

Going on with the list.
# | compound | SKKanGAS inh | TRPC4 PAM | TRPC4 inh | TRPC6 inhibitor | IEC-6 tox | KLF5 inh | MrgX1 antag | HIF act | TRPC6 act | aSyn UTR inh | TRPC4 agonist
33 | COC(=O)c1ccc(COc2c(F)c(F)cc(F)c2F)o1 | 1 | i | i | i | -3 | -32 | i | -7.2 | i | -38 | i
34 | COc1ccc(N(Cc2cc3cccc(C)c3[nH]c2=O)S(C)(=O)=O)cc1 | 1 | i | i | i | -5 | -9 | i | -0.3 | i | -44 | i
35 | CC(C)c1ccc(NC(=O)c2cc(S(=O)(=O)N3CCCCC3)c[nH]2)cc1 | -7 | i | i | i | -3 | -35 | i | 0.2 | i | -16 | i
36 | COc1cccc(-n2nnc3c(=O)n(CC(=O)N4CCC(Cc5ccccc5)CC4)cnc32)c1 | 6 | i | i | i | -10 | -20 | -7.5* | -0.5 | i | 7 | i
37 | COc1ccc(N(C(=O)c2cnccn2)C(C(=O)NCc2ccccc2)c2ccc(O)cc2)cc1 (stereo not drawn) | 14 | i | i | i | -3 | -47 | i | 0.6 | i | -76 | i
38 | O=C(COC(=O)c1ccc(S(=O)(=O)N2CCCC2)cc1)NCc1ccccc1 | 1 | i | i | i | 2 | -14 | i | 0.1 | i | -10 | i
39 | CCc1ccc(NC(=O)C2CCCN2C(=O)NC2CCCCC2)cc1 (stereo not drawn) | 0 | i | i | i | 1 | -38 | i | -1.7 | i | 12 | i
40 | Cc1ccc(S(C)=O)cc1-n1c(=O)n(Cc2ccccc2)c(=O)c2[nH]cnc21 (stereo not drawn) | -5 | i | i | i | -3 | 1 | i | -0.3 | i | 12 | i
41 | CC(=O)c1cc2c(s1)-c1cc(F)ccc1OC2 | -7 | i | i | i | 2 | -41 | i | 0.4 | i | -31 | i
42 | COc1ccc(Cc2noc(CN(C)CC3(N4CCOCC4)CCCCC3)n2)cc1OC | 0 | i | i | i | -6 | -10 | i | -0.1 | i | -17 | i
43 | O=C(CCc1ccccc1)NNC(=S)NC(=O)c1ccccc1 | 64* | i | i | i | -2 | 1 | i | -0.1 | i | -1 | 150*
44 | Cc1nc(NC(=O)c2cc3c(C)nn(-c4ccccc4)c3s2)sc1C(=O)Nc1ccccc1 | 12 | i | i | i | -3 | -16 | i | 0.0 | i | -15 | i
45 | O=C(Nc1ccsc1C(=O)N1CCCCCC1)c1ccccc1 | 5 | i | i | i | 0 | -5 | i | 0.2 | i | 29 | i
46 | CCOCCCNC(=O)Cc1ccc(F)cc1 | -15 | i | i | i | -3 | -29 | i | -0.3 | i | 3 | i
47 | CC(C)(C)C1CCC(OC(=O)c2ccncc2)CC1 (stereo not drawn) | 9 | i | i | i | 0 | 9 | i | 0.1 | i | -17 | i
48 | O=C(Nc1cc(C(F)(F)F)ccc1N1CCOCC1)c1cccc(F)c1 | -6 | i | i | i | -1 | 3 | i | 0.0 | i | 13 | i
49 | Clc1ccc(-c2cc(COc3ccccc3)on2)cc1 | -5 | i | i | i | 2 | -3 | i | 4.4 | i | -90 | i
50 | COc1ccccc1N1CCN(C(c2cccs2)C(C)NC(=O)c2ccco2)CC1 (stereo not drawn) | -4 | i | i | i | -2 | -28 | i | -0.1 | i | 8 | 103*
51 | COc1ccc(-c2cn3cccnc3n2)cc1NC(=O)C1CC1 | -1 | i | i | i | 4 | 1 | i | 0.2 | i | -3 | i
52 | CCc1cc(Cn2nc(-c3ccccc3)cc2C(=O)NCc2cccc(C(F)(F)F)c2)on1 | 47 | i | / | i | / | / | i | -0.8 | i | 19 | i
53 | COc1ccc(-c2nc(-c3ccc(NC(=O)c4ccc(Br)o4)cc3)no2)cc1OC | 10 | i | i | i | -4 | -56 | i | -2.7 | i | -136 | i
54 | NC(=O)NC(Cc1ccccc1)C(=O)NCC1(N2CCCCC2)CCCCC1 (stereo not drawn) | -6 | i | i | i | -3 | -22 | i | 0.2 | i | 2 | i
55 | COC(=O)COc1ccc(S(=O)(=O)Nc2ccc(C(N)=O)cc2)cc1 | -3 | i | i | i | -2 | -27 | i | -0.2 | i | 9 | i
56 | Cc1ccc2[nH]cc(CCNC(=O)C3CCCO3)c2c1 (stereo not drawn) | 1 | i | i | i | -4 | -32 | i | 0.3 | i | -3 | i
57 | Cn1c(=O)c2c(=O)cc(NNC(=O)C(C)(C)C)[nH]c2n(C)c1=O | 10 | i | i | i | 4 | -25 | i | -0.2 | i | 15 | i
58 | CCO/C=C1/C(=O)N(C)C(=O)c2cc(OC)ccc21 | -13 | i | i | i | 5 | -14 | i | 0.3 | i | -7 | i

High-throughput results: PubChem BioAssay, several laboratories
